DUSP3 inh: inhibitors of human VHR1 phosphatase (DUSP3); actives 0.7% (n = 50,000); inhibition, % at 20 µM; recombinant VHR phosphatase, colorimetric substrate read-out; in the data active means inhibition above about 60%; further: some results filed as inactive read as strong as hits
Target sequence (P51452 whole entry, looked up): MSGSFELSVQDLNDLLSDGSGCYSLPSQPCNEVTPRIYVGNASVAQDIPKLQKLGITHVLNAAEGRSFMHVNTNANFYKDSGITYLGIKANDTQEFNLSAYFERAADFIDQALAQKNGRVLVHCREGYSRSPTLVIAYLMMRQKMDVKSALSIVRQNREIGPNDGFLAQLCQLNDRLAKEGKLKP
* = called active by the depositor. Only part of the results is shown; count on the stated rates, not on these rows.

SMILES	DUSP3 inh
Cc1cccc(OCC(=O)Nc2ccc(Cl)c(Cl)c2)c1C	-7
COc1c(-c2cc(-c3ccccc3)n[nH]2)c(O)c(OC)c2occc12	-30
O=C(CSCc1ccccc1)Nc1ccccc1Cl	-16
COc1ccc(/C=C2\SC(=S)N(NC(=O)c3ccccc3Br)C2=O)cc1	35
COc1cccc(C2=NN(C(=O)c3ccncc3)C(O)(C(F)(F)F)C2)c1 (stereo unspecified)	10
C(=C\c1nc(-c2cccnc2)no1)/c1ccccc1	3
CC(C)(C)C(=O)CC(=O)c1ccccc1	-15
Cc1ccc(C(NC(N)=O)c2ccccc2C)cc1 (stereo unspecified)	-19
Cc1c(NC(=O)c2ccco2)cccc1[N+](=O)[O-]	2
O=C(CN(CCc1ccccc1)S(=O)(=O)c1ccccc1)Nc1ccc(Br)cc1	-43
COc1cc(C(=O)Nc2cccc(S(N)(=O)=O)c2)ccc1OCc1ccc(Cl)cc1	-10
COc1cc(/C=C2\SC(=S)N(C(Cc3ccccc3)C(=O)O)C2=O)ccc1O (stereo unspecified)	-4
Cc1ccc(NC(=O)c2ccccc2[N+](=O)[O-])c(C)c1	-6
Cc1ccc(/C=N/Nc2ccccn2)cc1	0
COc1ccc(-c2cc3c(ccc4ccccc43)oc2=O)cc1	-1
CC(/C=C/c1c[nH]c2ccccc12)=N/O	1
O=C(Nc1ccc(Cl)c(-c2nc3ncccc3o2)c1)c1ccccc1	-19
O=C1CCCc2nc(-c3ccccc3)cc(-c3ccccc3)c21	-16
CCOc1cc(/C=N/NC(=O)C(=O)Nc2ccccc2OC)ccc1O	-10
O=C1CC(N(Cc2ccccc2)Cc2ccccc2)C(=O)N1c1ccc(Cl)cc1 (stereo unspecified)	-34
CCOC(=O)C1=C(C)C2C3C(=O)N(c4cc(C)ccc4C)C(=O)C3C1(C)C1C(=O)N(c3cc(C)ccc3C)C(=O)C21 (stereo unspecified)	3
CC(NS(=O)(=O)c1ccc(Cl)cc1)C1C2CC3CC(C2)CC1C3 (stereo unspecified)	-4
CCCC(=O)N/C(N)=N\c1nc(C)c2ccccc2n1	10
O=C(/C=C/c1ccccc1)NC(=S)Nc1ccc(Br)cn1	0
Cc1ccc2c(Cl)c(C(=O)Nc3nc4ccc(Br)cc4s3)sc2c1	-1

Structures listed so far containing a nitro group on carbon (2):
SMILES	DUSP3 inh
Cc1c(NC(=O)c2ccco2)cccc1[N+](=O)[O-]	2
Cc1ccc(NC(=O)c2ccccc2[N+](=O)[O-])c(C)c1	-6

(continued)
SMILES	DUSP3 inh
Cc1ccc(NC(=O)/C=C/c2ccccc2)cc1F	-10
CN(C)CCCN1C(=O)c2cccc3c(Br)ccc(c23)C1=O	15
O=C(Nc1ccccc1Cl)c1ccc(-n2cnnn2)cc1	4
Cc1c(C(=O)NN(c2ccccc2)c2ccccc2)cccc1[N+](=O)[O-]	0
O=C1C(NC2CCCCC2)=C(N2CCCCC2)C(=O)c2ccccc21	2
COc1ccc2c(C)cc(=O)oc2c1I	5
C=CCC(CC=C)(NC(=O)/C=C/c1cccc([N+](=O)[O-])c1)c1ccccc1	-1
CCC(=O)Nc1sc2c(c1C(=O)Nc1cccc3ccccc13)CCCCC2	-18
O=C(Nc1c[nH]c(=O)[nH]c1=O)c1ccc2c(c1)C(=O)N(c1ccccc1-c1ccccc1)C2=O	19
Cc1ccc(/C=N/NC(=O)C2CC(=O)N(c3ccc(Cl)cc3)C2)cc1 (stereo unspecified)	9
C=CCNC(=O)CN(c1ccc(OC)cc1)S(C)(=O)=O	-28
O=C(O)/C=C/c1cccc2c1OCCO2	-4
COc1ccc(Cc2noc(-c3ccc(Cl)cc3)n2)cc1	-3
O=C1CCCC2=C1C(c1ccc([N+](=O)[O-])cc1)C1C(=O)c3ccccc3C1=N2 (stereo unspecified)	-43
CC(C)(C)c1ccc(S(=O)(=O)Nc2ccccn2)cc1	-19
COc1ccc(-c2csc(NC(=O)c3ccccc3OC)c2C(=O)O)cc1	16
COc1ccc(C2=C/C(=C/c3ccc(I)o3)C(=O)O2)cc1	1
CC1=CC2(C#N)C3(N=C(N)C2(C#N)C(c2ccccc2)N1)OCCO3 (stereo unspecified)	-6
CCc1ccccc1NC(=O)COc1ccc2ccccc2c1	-18
COc1ccc(OC)c(NC(=O)COc2ccc(Br)cc2C)c1	-6
O=C(NN=C1CCC(c2ccccc2)CC1)c1ccccc1I (stereo unspecified)	-7
CCOC(=O)Oc1ccc2c(=O)c(Oc3ccc(C(C)(C)C)cc3)coc2c1	-8
O=C(O)CCC(=O)NCC1(c2ccccc2)CCOCC1	-8
COc1ccc(C(=O)Nc2nc3ccccc3s2)c(OC)c1	-1
COc1cccc2sc(NC(=O)c3cccc(Cl)c3)nc12	0

(next part)
SMILES	DUSP3 inh
O=C1C(=O)N(c2ncc(S(=O)(=O)c3ccc([N+](=O)[O-])cc3)s2)C(c2ccc(F)cc2)/C1=C(\O)c1ccc(Cl)cc1 (stereo unspecified)	-12
C=CCN1C(=O)/C(=C\c2cccc(Cl)c2)C(=O)NC1=S	13
CCOc1cc(/C=C2\SC(N3CCC(C)CC3)=NC2=O)ccc1O	19
CCOC(=O)C1=C(O)/C(=C/c2cccc([N+](=O)[O-])c2)N=C1C	-2
CCc1ccc(-c2cc(C(=O)O)c3cc(Br)ccc3n2)s1	-15
Cc1cc(C)nc(SCC(=O)N2c3ccccc3CCc3ccccc32)n1	4
CN1CCN(CCOCCOc2cccc3ccccc23)CC1	-6
COc1ccc(N(CC(=O)Nc2cc(C)cc(C)c2)S(C)(=O)=O)cc1Cl	-11
CCn1c(SCC(=O)OC)nc2sc3c(c2c1=O)CCC3	7
CC(=O)Nc1nc(-c2cc(C)ccc2C)cs1	-12
COc1ccc(Cl)cc1NC(=O)C1=C(C)NC(=O)NC1c1ccccc1Br (stereo unspecified)	18
COC(=O)C1=C(C)NC(=O)/C1=C\c1ccc(OC)cc1	4
COc1cc(/C=C/c2nc3ccccc3c(=O)[nH]2)ccc1O	-6
Cc1ccc(N2C(=O)NC(=O)/C(=C\c3cccs3)C2=O)cc1C	8
Cc1cc(C(=O)Nc2ccc(N3CCOCC3)cc2)ccc1[N+](=O)[O-]	-3
CC(=O)Nc1c(C)ccc2c1C(C)CC21CCCC1 (stereo unspecified)	-2
O=C(Nc1ccccc1C#Cc1ccccc1)c1ccco1	-20
O=C1c2ccccc2C(=O)N1c1ncc(Cc2cc(Cl)ccc2Cl)s1	0
CC1=C(C(=O)OCc2ccc(C)cc2)C(c2cccc(O)c2)NC(=O)N1 (stereo unspecified)	5
Cc1ccc(C=C2C(=O)NC(=O)N(c3cccc(Cl)c3)C2=O)s1	-6
NC(=O)c1cc2nc(-c3cccs3)cc(C(F)(F)F)n2n1	-1
CCOC(=O)c1ccc(-n2c(-c3ccccc3)nc3ccccc3c2=O)cc1	-7
O=c1[nH]c(/C=C/c2ccc(N3CCOCC3)cc2)nc(O)c1[N+](=O)[O-]	10
COc1ccc(NC(=O)COc2ccc(Cl)cc2Cl)c([N+](=O)[O-])c1	-6
C=C(C)COc1ccc2ccc(=O)oc2c1	-11

New compounds follow
SMILES	DUSP3 inh
O=S(=O)(c1ccc(Br)c2ccccc12)N1CCN(Cc2ccccc2)CC1	-8
O=C(NC(c1ccccc1)C(Cl)Cl)c1ccccc1 (stereo unspecified)	3
Cc1cc(Cl)ccc1NC(=O)C(N)=O	-17
O=C(/C=C/c1ccccc1)NC(=S)Nc1cc([N+](=O)[O-])cc(Cl)c1O	-21
CCOC(=O)c1c(Nc2ccccc2)sc(C=NCc2ccc(Cl)cc2)c1O	-3
COc1ccc(/C(O)=C2/C(=O)C(=O)N(CCCCCC(=O)O)C2c2ccc(F)cc2)cc1 (stereo unspecified)	9
COc1ccccc1N=Nc1c(O)[nH]c(=O)[nH]c1=O	-24
O=C1NC2=Nc3ccccc3NC(c3ccccc3)=C2C(c2cccc3ncccc23)N1 (stereo unspecified)	-13
COc1ccc(/C(O)=C2/C(=O)C(=O)N(CCCCCC(=O)O)C2c2cccc(F)c2)cc1 (stereo unspecified)	-6
O=C(O)CCCCCN1C(=O)C(=O)/C(=C(/O)c2ccc(Cl)cc2)C1c1ccccc1F (stereo unspecified)	-5
COc1cccc(N2C(=O)NC(=O)/C(=C/c3c(OC)ccc4ccccc34)C2=O)c1	24
Cc1cccc(OCC(=O)Nc2cccc(C(=O)NCC(C)C)c2)c1	-11
Cc1ccc2[nH]c3nc(C)cc(C)c3c(=O)c2c1	3
CCOc1ccc(-c2cc(C(=O)O)c3ccccc3n2)c(OCC)c1	12
Cc1ccc(/C=N/NC(=O)c2ccco2)o1	-16
CCCCN1C(=O)/C(=C\c2ccc(Cl)cc2Cl)SC1=S	-3
COc1ccccc1/C=C/C=N/NC(=O)c1cc(C)[nH]n1	12
CC(=O)c1cccc(Nc2nc(-c3cccs3)cs2)c1	-8
Cc1ccc(C(=O)NC(NC(=S)Nc2ccccc2Br)C(Cl)(Cl)Cl)cc1 (stereo unspecified)	-8
C=CCOC(=O)C1=C(C)N(CC)C(=O)NC1c1ccc(Br)cc1 (stereo unspecified)	24
O=C(/C=C/c1ccc(F)cc1)NCc1ccccn1	-29
Cc1ccc(C)c(NC(=O)Cc2ccc(Br)cc2)c1	-3
O=C(Nc1ccc(Br)cc1Br)c1ccccc1F	0
CCOC(=O)c1c(NC(=O)c2ccccc2F)sc2c1CCCC2=O	-22
O=C(O)C1C2CCC(C2)C1C(=O)Nc1nccs1 (stereo unspecified)	-6

The list goes on:
SMILES	DUSP3 inh
COc1ccc(/C=C/C(=O)C(C)(C)OC(C)=O)cc1	-31
CCC(CO)Nc1cc(N2CCOCC2)ccc1[N+](=O)[O-] (stereo unspecified)	-11
COc1cc(/C=C2/SC(NC(C)=O)=NC2=O)cc(OC)c1OC	2
CCOc1ccccc1N1CCN(C(=O)c2cccc(Cl)c2)CC1	-29
CC(C)(C)c1nc2sc3c(c2c(=O)[nH]1)CCCC3	0
Cc1cccc(C)c1OCCCN1CCC(C)CC1	-2
Cc1ccc(C)c(N2CC(C(=O)Nc3ccc(Br)cc3)CC2=O)c1 (stereo unspecified)	-5
Cc1[nH]n(-c2ccccc2)c(=O)c1/C=N/NCc1ccccc1	-23
C#CCOc1ccc(/C=C2\C(=O)NC(=O)N(c3ccc(C)cc3)C2=O)cc1	5
Cc1ccc(-n2nc3cc(C)c(NC(=O)c4cccc(C)c4)cc3n2)cc1	2
N#CSC(C#N)Cc1cccc([N+](=O)[O-])c1 (stereo unspecified)	28
O=C(CCc1n[nH]c(=O)[nH]c1=O)N/N=C/c1ccc([N+](=O)[O-])cc1	-17
Cc1cccc(N2C(=O)S/C(=C/c3ccc(N(C)C)cc3)C2=O)c1	-8
CCOC(=O)C1=C(C)N=c2s/c(=C\c3ccc4c(c3)OCO4)c(=O)n2C1c1ccc(C)cc1 (stereo unspecified)	-25
Cc1ccc(NC(=O)C2COc3ccccc3O2)c(Br)c1 (stereo unspecified)	22
Cc1ccccc1C(=O)Nc1cccc(Cl)c1	-11
CC1=C(C(=O)OCCc2ccccc2)C(c2ccccc2[N+](=O)[O-])CC(=O)N1 (stereo unspecified)	-1
O=C1CC(c2ccccc2)CC2=C1C(c1cccc3ccccc13)Nc1ccccc1N2 (stereo unspecified)	-21
Cc1ccc(S(=O)(=O)c2ccc(Sc3ccc(Cl)cc3)cc2)cc1	-21
Cn1c2c(c(=O)n(C)c1=O)C(c1ccc(OC(=O)/C=C/c3ccc([N+](=O)[O-])cc3)cc1)C1=C(N2)c2ccccc2C1=O (stereo unspecified)	-11
Cc1oc2c(CN3CCC(C)CC3)c(O)ccc2c(=O)c1-c1nc2ccccc2s1	-11
COC(=O)C1C(O)=C(C(C)=NC(C)C)C(=O)CC1(C)C (stereo unspecified)	12
O=C(Nc1cccnc1)c1cccc(S(=O)(=O)N2CCCCC2)c1	-24
CN(C)/C=C1\C(=O)N/C(=C/c2ccc(Br)cc2)C1=O	1
CC(=O)C(Cc1ccccc1)S(=O)(=O)c1ccc([N+](=O)[O-])cc1 (stereo unspecified)	-24
COCCN1C(=O)C(=O)/C(=C(/O)c2ccccc2)C1c1ccc(OC)cc1OC (stereo unspecified)	-6

Compounds shown so far with bromine (16):
SMILES	DUSP3 inh
COc1ccc(/C=C2\SC(=S)N(NC(=O)c3ccccc3Br)C2=O)cc1	35
O=C(CN(CCc1ccccc1)S(=O)(=O)c1ccccc1)Nc1ccc(Br)cc1	-43
O=C(/C=C/c1ccccc1)NC(=S)Nc1ccc(Br)cn1	0
Cc1ccc2c(Cl)c(C(=O)Nc3nc4ccc(Br)cc4s3)sc2c1	-1
CN(C)CCCN1C(=O)c2cccc3c(Br)ccc(c23)C1=O	15
COc1ccc(OC)c(NC(=O)COc2ccc(Br)cc2C)c1	-6
CCc1ccc(-c2cc(C(=O)O)c3cc(Br)ccc3n2)s1	-15
COc1ccc(Cl)cc1NC(=O)C1=C(C)NC(=O)NC1c1ccccc1Br (stereo unspecified)	18
O=S(=O)(c1ccc(Br)c2ccccc12)N1CCN(Cc2ccccc2)CC1	-8
Cc1ccc(C(=O)NC(NC(=S)Nc2ccccc2Br)C(Cl)(Cl)Cl)cc1 (stereo unspecified)	-8
C=CCOC(=O)C1=C(C)N(CC)C(=O)NC1c1ccc(Br)cc1 (stereo unspecified)	24
Cc1ccc(C)c(NC(=O)Cc2ccc(Br)cc2)c1	-3
O=C(Nc1ccc(Br)cc1Br)c1ccccc1F	0
Cc1ccc(C)c(N2CC(C(=O)Nc3ccc(Br)cc3)CC2=O)c1 (stereo unspecified)	-5
Cc1ccc(NC(=O)C2COc3ccccc3O2)c(Br)c1 (stereo unspecified)	22
CN(C)/C=C1\C(=O)N/C(=C/c2ccc(Br)cc2)C1=O	1

Reprinted from the entries so far, 3 compounds:
SMILES	DUSP3 inh
COc1ccc(/C=C/C(=O)C(C)(C)OC(C)=O)cc1	-31
CCC(CO)Nc1cc(N2CCOCC2)ccc1[N+](=O)[O-] (stereo unspecified)	-11
COc1cc(/C=C2/SC(NC(C)=O)=NC2=O)cc(OC)c1OC	2

Screens from PubChem.
